NPY-Y1 antag: blocks the human neuropeptide Y Y1 receptor. P25929. HEK293-CNG Y1 cells, membrane potential fluorescence; NPY at EC95, then isoproterenol. inhibition, % at 3.6 µM. 200,000 tested, 1% active. AID 1040;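 active = inhibition above the campaign mean inhibition of all tested compounds plus 3 SD, cut at about 20% in these data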;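 note: 0% = DMSO wells given NPY plus isoproterenol and 100% = isoproterenol alone without NPY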
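Assay system: HEK293 cells with Y1 receptor plus CNG channel | Probe or stimulus: NPY (25 nM), isoproterenol (1 µM), Ro 20-1724 (25 µM) | Timing: Compound incubation 1 h at room temperature, readout 45 min post-stimulation | Measured by: Membrane-potential fluorescent dye readout | Benchmarks: High control isoproterenol alone, low control NPY with isoproterenol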
S1P4 antagonist: antagonists of human S1P4 receptor | O95977 | S1P4-expressing cells, antagonist mode, reporter read-out | inhibition, % at 4.98 µM | 220,000 tested, 0.26% active; in the data active = inhibition above about 29%;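 note: 0% = wells stimulated with agonist and 100% = vehicle wells without agonist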
NPY1 pot ag: potentiates or activates human NPY-Y1 receptor; AID 1304; 220,000 tested, 0.37% active; NPY-Y1 expressing cells, potentiator/agonist activation; activation, % at 3.6 µM; in the data active = activation above about 33%, passing the limit was not always enough;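 note: cells stimulated with NPY at EC10 then isoproterenol at EC100; 0% = low agonist plus stimulus and 100% = saturating agonist plus stimulus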
S1P4 ag: human S1P4 receptor agonism. 220,000 tested, 0.35% active. S1P4-expressing cell line, agonist reporter assay. O95977. activation, % at 4.98 µM. AID 1509; in the data active = activation above about 11%;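 note: 0% = DMSO vehicle and 100% = reference agonist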
CHOP inhibitor: blocks CHOP induction under ER stress; 220,000 tested, 3.8% active; inhibition, % at 10 µM; CHO-K1 CHOP-promoter luciferase, tunicamycin-induced, 15-18 h;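 active = compounds that reduced the stress-induced luciferase reporter signal by more than about 70% of percent inhibition, limit read from the data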;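 note: 0% = tunicamycin plus vehicle and 100% = wells without tunicamycin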
BaF3 tox: parental Ba/F3 viability inhibition as JAK2V617F counter-screen. CellTiter-Glo ATP luminescence. inhibition, % at 5.6 µM. 220,000 tested, 1.1% active. AID 1486;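 active = inhibition above a per-campaign cutoff, the mean inhibition of all tested compounds plus 3 SD, cut at about 27% in these data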;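 note: 0% = DMSO wells and 100% = JAK Inhibitor I control wells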
Ba/F3 V617F tox: loss of viability in JAK2V617F-driven Ba/F3 cells | Ba/F3 EpoR-JAK2V617F viability, ATP luminescence | inhibition, % at 5.6 µM | 220,000 tested, 1.1% active;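 active = inhibition above the campaign mean plus 3 SD over all tested compounds, cut at about 24% in these data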;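 note: cytokine-independent growth of Ba/F3 cells driven by EpoR plus mutant JAK2; 0% = DMSO-treated cells and 100% = JAK inhibitor I control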
NPY-Y2 PAM-ag: potentiates or activates human NPY-Y2 receptor. P49146. cells expressing NPY-Y2, potentiator/agonist read-out. activation, % at 3.6 µM. 220,000 tested, 0.45% active; in the data active = activation above about 27%;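 note: cells stimulated with NPY near EC25 plus isoproterenol at EC100; 0% = vehicle plus submaximal agonist and 100% = vehicle plus saturating agonist; some results beyond the cut were filed as inactive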
Target sequence (P49146 whole entry, looked up): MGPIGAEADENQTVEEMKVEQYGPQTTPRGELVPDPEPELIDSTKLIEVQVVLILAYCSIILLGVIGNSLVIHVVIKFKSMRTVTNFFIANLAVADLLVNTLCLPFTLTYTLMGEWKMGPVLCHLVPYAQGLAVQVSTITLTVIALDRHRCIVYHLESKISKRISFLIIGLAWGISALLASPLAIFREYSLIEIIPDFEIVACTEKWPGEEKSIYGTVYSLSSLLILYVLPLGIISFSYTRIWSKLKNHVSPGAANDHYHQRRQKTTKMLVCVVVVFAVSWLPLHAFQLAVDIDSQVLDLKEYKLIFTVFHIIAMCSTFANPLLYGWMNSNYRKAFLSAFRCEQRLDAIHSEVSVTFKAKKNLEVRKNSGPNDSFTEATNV
p47phox inh: inhibitors of human p47phox binding; P14598; p47phox/p22phox peptide binding, fluorescence polarization, 2 h; inhibition, % at 24.7 µM; 220,000 tested, 0.53% active; AID 1274;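 active = inhibition above about 30%, limit read from the data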;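 note: 0% = p47phox with labelled peptide and 100% = labelled peptide alone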
Target sequence (P14598 whole entry, looked up): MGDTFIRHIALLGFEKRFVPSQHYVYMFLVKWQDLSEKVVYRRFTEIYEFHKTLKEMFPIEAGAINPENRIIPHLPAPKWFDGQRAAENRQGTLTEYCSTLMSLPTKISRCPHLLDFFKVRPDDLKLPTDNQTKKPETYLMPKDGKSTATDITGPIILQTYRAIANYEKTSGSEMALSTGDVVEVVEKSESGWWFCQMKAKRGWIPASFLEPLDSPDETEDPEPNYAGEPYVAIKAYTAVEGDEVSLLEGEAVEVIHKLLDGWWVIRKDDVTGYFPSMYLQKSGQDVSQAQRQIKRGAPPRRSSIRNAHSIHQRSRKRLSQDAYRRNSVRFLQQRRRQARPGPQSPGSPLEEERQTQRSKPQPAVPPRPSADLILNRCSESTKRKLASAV
* marks the source's active call; other numbers are inactive results; x = no result given. No enrichment for hits. About 7.1% of those tested had a hit in this group.

SMILES	NPY-Y1 antag	S1P4 antagonist	NPY1 pot ag	S1P4 ag	CHOP inhibitor	BaF3 tox	Ba/F3 V617F tox	NPY-Y2 PAM-ag	p47phox inh
O=C(c1cccc(F)c1)N1C2C=CC(C2)C1(C(F)(F)F)C(F)(F)F (stereo not given)	1	2	5	0.6	13	6	2	14	-1
O=C(NCC1(N2CCCCC2)CCCCC1)c1ccc(S(=O)(=O)N2CCCC2)cc1	x	6	12	0.5	13	0	-5	-26	-18
Cc1ccc(NC(=O)C2CC2C)c(Cl)c1 (stereo not given)	2	-9	10	0.9	7	5	0	0	-4
Cn1c(/C(C#N)=C/c2ccc(-c3ccc(S(N)(=O)=O)cc3)o2)nc2ccccc21	-3	-9	4	-0.3	2	10	1	12	-11
O=C(NC1CCCCC1)C(Cc1ccccc1)N1C(=O)C2C3CCC(C3)C2C1=O (stereo not given)	-2	-14	-3	2.2	24	2	-2	0	-6
S=c1[nH]nc(-c2ccccn2)n1/N=C/c1ccc(Cl)c(Cl)c1	x	1	6	0.6	8	-1	-2	1	-5
Cn1c(=O)oc2cc(S(=O)(=O)Nc3cccc4c3CCCC4)ccc21	1	-18	1	0.1	42	5	2	-4	-22
CCN(CCCNC(=O)c1c(C)cc(=O)oc1C)c1cccc(C)c1	3	12	3	-1.4	24	9	4	-20	-10
Cc1cc2ccccc2c(=O)n1CC(=O)NCC(=O)N1CCCC(C)C1 (stereo not given)	1	-3	-13	-2.7	17	6	1	5	-6
Cc1cc(C)n2c(SCc3nnc(-c4cccs4)o3)nnc2n1	2	-10	-3	-0.3	4	0	-3	2	-1
COc1ccc(NC(=O)COc2ccc(C(=O)OCC(=O)N(C)C3CCS(=O)(=O)C3)cc2OC)cc1 (stereo not given)	-1	2	4	-1.0	16	0	1	1	-4
COc1ccccc1NC(=O)Nc1nn(C)c2cccc(OC)c12	x	-1	-5	0.6	-1	-1	0	-10	-21
Cc1oc2cc(O)ccc2c(=O)c1-c1cnn(-c2ccccc2)c1	-9	1	9	-0.5	12	7	3	10	-11
COc1cc2[nH]ccc(=O)c2cc1OC	-1	-2	-7	1.3	8	4	-2	-3	4
COc1ccc(-n2c(SCC(=O)N/N=C/c3ccccc3OCC(=O)O)nc3ccccc3c2=O)cc1	x	4	13	-0.5	-3	-3	0	-1	6
CCOc1ccc2nc(SCC(=O)NC(=O)C(C)C)sc2c1	-1	-1	-3	0.9	2	15	51*	5	-5
O=C(CCc1nc(-c2ccccc2)no1)NCCc1ccccc1	6	8	-30	-1.4	-11	7	-1	-20	-15
CCOc1c(OC(C)=O)ccc(/C=C/c2ccc3cccc(OC)c3n2)c1[N+](=O)[O-]	-8	2	10	3.7	45	2	1	16	-11
O=C(c1ccco1)N1CCN(/C(=N/S(=O)(=O)c2cccs2)c2ccccc2Cl)CC1	4	-11	3	0.8	3	6	6	-3	-13
CCCn1c(SCC(=O)OCc2ccccc2)nc2c1c(=O)n(C)c(=O)n2C	4	6	4	2.4	1	2	-4	-7	5
CCn1c(SCc2ccccc2)nnc1C1CCCCC1	4	-15	-4	0.7	15	4	-2	2	-9
COc1ccc(CCN=C(N)Nc2nc(C)cc(C)n2)cc1	1	-10	-3	0.9	-2	-1	2	-16	-3
O=C(O)C(NS(=O)(=O)c1ccc(F)cc1)c1ccccc1 (stereo not given)	-4	-14	1	1.3	-5	14	5	-7	0
Cc1cc(OCCN2CCCC2)cc(C(C)C)c1	5	6	-34	3.6	23	94*	3	-3	-4
Cc1ccc(Cl)c(OCCCN(C)Cc2ccccc2)c1	x	3	-17	1.7	28	0	1	-33	7
SMILES	NPY-Y1 antag	S1P4 antagonist	NPY1 pot ag	S1P4 ag	CHOP inhibitor	BaF3 tox	Ba/F3 V617F tox	NPY-Y2 PAM-ag	p47phox inh
CCOC(=O)C1CCN(C(=O)c2sc3nc(-c4ccc(F)cc4)cn3c2C)CC1	0	-2	-37	-0.1	-17	3	2	-5	-13
Cc1ccc(S(=O)(=O)Nc2nncs2)cc1	-1	-17	-1	1.2	37	4	2	13	-10
Cc1ccc(C)c(NC(=O)CCN2CCc3ccccc3C2)c1	11	4	-10	0.5	-21	5	-6	1	-15
O=C(Nn1c(-c2ccncc2)nc2ccccc2c1=O)c1ccccc1Br	6	-20	-15	3.3	-4	5	1	-5	-9
CN(CC(=O)N1CCN(c2ccccc2F)CC1)S(=O)(=O)c1cnc[nH]1	5	-5	-20	-1.6	26	0	-1	-2	-8
CCN(CC)CCCNc1nc2cc(OC)c(OC)cc2c2nc(-c3cccnc3)nn12	-1	-30	-14	0.3	2	-1	-2	-18	-12
COc1cccc2c1OCC(C(=O)NCc1ccc(Cl)cc1Cl)=C2	11	-2	-43	-1.6	18	0	1	-13	-14
N#Cc1c(NC(=O)CSc2nc(-c3ccccc3)cc(C(F)(F)F)n2)sc2c1CCC2	-2	-24	-1	-0.5	12	1	-1	-5	-7
Cc1ccc(NC(=O)CN(C)C(=O)CSc2nncn2C)cc1	-1	5	14	0.9	-8	4	-2	7	-13
c1ccc(NC2=Nc3ccccc3CS2)cc1	-2	-6	10	1.6	28	2	0	0	-10
Cc1ccc(-c2nc3cnccn3c2Nc2ccc3c(c2)OCO3)o1	10	-9	-27	-0.3	0	1	-4	10	-9
CCn1c(SCC(=O)Nc2nccs2)nnc1-c1ccncc1	-7	10	-4	0.3	28	5	4	-1	-2
NS(=O)(=O)c1ccc(N2CCCC2=O)c([N+](=O)[O-])c1	2	-10	9	-0.5	-12	9	0	-6	-7
COc1ccc(-c2ccnc3ncnn23)cc1	-3	2	3	-0.5	3	1	-1	-13	-4
CC(=O)Nc1ccc2c(c1)nc1n2CCOC1	3	-2	9	-3.1	-4	6	1	-4	0
COC(=O)Cn1nnc(N2CCOCC2)n1	x	-1	-4	-1.0	-19	0	-3	4	-13
Cc1ccc(C(=O)COC(=O)CSc2cccc3cccnc23)c(C)c1	2	6	1	0.2	x	3	3	-19	x
O=C(O)/C=C\C(=O)Nc1ccccc1C(=O)NCc1ccccc1	5	-7	-21	-0.8	11	-1	-1	4	-9
COC(=O)/C(=C\C=C\c1ccccc1)NC(=O)c1ccccc1	0	0	-27	-1.6	28	-2	-2	-1	-13
O=C1NC(=S)S/C1=C\c1ccc(SCc2ccccc2)o1	-7	-9	-3	-0.1	55	12	6	14	-54
Cc1csc(NC(=O)CSc2nncn2C)n1	-3	-15	-9	2.1	19	-2	-2	-3	-11
CCN(CCn1cccn1)Cc1cn[nH]c1-c1ccc(OC)cc1F	0	-6	-3	0.5	5	8	1	1	19
Cn1c(CNC(=O)c2ccc(F)cc2)nc2ccccc21	-1	-10	7	1.0	19	0	-3	-1	-13
Cc1ccc(NC(=O)c2c(C(=O)Nc3ccccc3)sc3nc(C)cc(=O)n23)cc1	11	-4	-45	-2.0	39	3	1	-31	-10
CCOC(=O)COc1ccc(S(=O)(=O)c2ccc(OCC(=O)OCC)cc2)cc1	-5	-31	-3	-2.0	15	2	-4	4	5
SMILES	NPY-Y1 antag	S1P4 antagonist	NPY1 pot ag	S1P4 ag	CHOP inhibitor	BaF3 tox	Ba/F3 V617F tox	NPY-Y2 PAM-ag	p47phox inh
Cn1c(N)c(C(=O)COc2ccc(Cl)cc2Cl)c(=O)n(C)c1=O	5	1	7	2.5	24	15	-3	3	-30
COc1cc(OC)cc(-n2nnnc2SCC(=O)NCCc2ccc(OC)c(OC)c2)c1	4	-21	-3	1.3	-5	7	0	1	3
CC(C)OC(=O)c1cc(=O)[nH]c2ccccc12	-2	-6	9	1.0	31	11	3	11	-8
C/C(=N\O)C(=O)OC1CC(C)CCC1C(C)C (stereo not given)	3	-7	13	1.1	88*	-3	-2	22	2
COc1ccc(-c2ccc(S(=O)(=O)n3nc(OC(=O)c4cccs4)cc3N)cc2)cc1	0	-6	6	1.4	2	0	5	-14	-7
Cc1onc(-c2c(F)cccc2Cl)c1C(=O)NCc1ccco1	6	-1	-3	-1.6	-8	2	4	-1	3
COC(=O)c1ccc(NC(=S)NN2CCCCC2c2cccnc2)cc1 (stereo not given)	x	-5	7	0.3	-3	4	-1	8	-1
COC(=O)c1ccc(NS(=O)(=O)c2ccc(Cl)cc2)o1	-1	-13	-5	-0.5	1	4	1	4	-16
O=C(NC1CC1)C1CCN(C2CCN(C(=O)Cc3ccc(F)cc3)CC2)CC1	-3	-12	2	1.4	15	7	0	14	-9
CCn1cc([N+](=O)[O-])c(C(=O)N2N=C(c3ccc4ccccc4c3)CC2c2ccccc2O)n1 (stereo not given)	-5	-4	0	-0.5	39	4	-2	13	-27
N#Cc1cc(-c2ccccc2)cn(Cc2c(Cl)cccc2Cl)c1=O	-1	9	10	-5.6	44	7	6	-13	1
O=C(CSc1ccc2nnc(-c3ccccc3)n2n1)N1CCCc2ccccc21	6	1	10	0.9	24	4	-2	5	9
O=[N+]([O-])c1cc(S(=O)(=O)Nc2ccccc2)ccc1NCc1ccccc1	-4	-9	13	-0.2	92*	6	0	4	-15
Cn1cc(C(=O)N/N=C/c2c(O)ccc3ccccc23)ccc1=O	5	26	9	5.0	57	7	1	2	-1
CCOC(=O)N1CCC(NS(=O)(=O)c2ccc(C)cc2)CC1	x	-12	-4	1.6	3	2	7	-11	-6
COc1ccc(CNC(=O)c2ccc[nH]2)cc1	1	4	10	1.8	5	8	3	9	-10
O=C(Cn1c2ccc(F)cc2c2nc3n(c(=O)c21)CCS3)Nc1ccccc1F	0	-1	2	-0.3	11	11	2	-4	5
Cc1ccc(C2(c3noc(CN(C)CC4CCCCO4)n3)CCCC2)cc1 (stereo not given)	5	-9	3	1.4	62	6	-1	-3	-4
O=C(CSc1nc2ccccc2o1)N/N=C/c1ccccc1C(=O)O	x	10	-15	-2.1	-3	-2	2	-17	4
CCCCCC1CC(CC(=O)Nc2nncs2)C(=O)O1 (stereo not given)	9	-5	5	2.0	3	6	1	4	9
Cc1ccccc1NC1=C(Cl)C(=O)OC1OC(=O)c1ccco1 (stereo not given)	-2	-7	-2	-3.6	-21	2	-3	13	0
Cc1cccc(OCCC(=O)NCC(c2ccco2)N2CCCCC2)c1 (stereo not given)	1	11	0	0.9	16	4	-3	-1	-7
Cn1c(=NC(=O)c2ccccc2[N+](=O)[O-])sc2cc(S(C)(=O)=O)ccc21	-5	-4	3	0.8	47	6	2	3	-4
CCn1c(SCC(=O)c2ccc(Br)cc2)nnc1C(C)NC(=O)Cc1ccc(OC)cc1 (stereo not given)	-2	-1	6	0.4	20	7	2	8	26
COc1ccc(-c2nnc(SCC(=O)NC(=O)NCc3ccccc3)o2)cc1	4	0	-46	-3.8	55	5	-2	-4	-4
COc1ccccc1/C=N/NC(=O)c1ccc(NC(=O)c2cccc([N+](=O)[O-])c2)cc1	0	-2	3	-0.1	-16	9	-3	7	-10
Cc1ccc(C(=O)NNC2=NC(C)(C)Cc3ccccc32)cc1	x	-7	23	0.2	14	1	-1	-14	-16

CHOP inhibitor: entries above that show a hit
| SMILES | NPY-Y1 antag | S1P4 antagonist | NPY1 pot ag | S1P4 ag | CHOP inhibitor | NPY-Y2 PAM-ag | p47phox inh |
| --- | --- | --- | --- | --- | --- | --- | --- |
| C/C(=N\O)C(=O)OC1CC(C)CCC1C(C)C (stereo not given) | 3 | -7 | 13 | 1.1 | 88* | 22 | 2 |
| O=[N+]([O-])c1cc(S(=O)(=O)Nc2ccccc2)ccc1NCc1ccccc1 | -4 | -9 | 13 | -0.2 | 92* | 4 | -15 |

Screening results: PubChem, several laboratories
